# Screening results from PubChem.
# L3MBTL1 block – blocks human L3MBTL1; Q9Y468; AlphaScreen L3MBTL1–H3K9me1 peptide binding; Potency, µM (highest dose often 57.1 µM), for the others: at the top dose activity, negative = inhibition, most hits filed as inhibitors; 0.66% of 230,000 active; also: nearly all actives have a fitted effect of over 60% in size
#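 First, the protein-peptide complex forms for 30 min at room temperature (L3MBTL1 50 nM, biotinylated H3K9me1 peptide 75 nM). Next, compounds are pin-transferred and incubated 30 min. Finally, AlphaScreen beads are added and read after 30 min.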
# Tau FP inhib – tau fibrillization inhibition (FP) | 0.39% of 280,000 active | K18 P301L tau heparin fibrillization, Alexa594 FP, 6 h | Potency, µM (highest dose often 57.7 µM), for inactives: top-dose activity, negative = inhibition, usual class: inhibitors; also: nearly all actives have a fitted effect of over 55% in size
# Target sequence (P10636 561-689 P618L limits assumed): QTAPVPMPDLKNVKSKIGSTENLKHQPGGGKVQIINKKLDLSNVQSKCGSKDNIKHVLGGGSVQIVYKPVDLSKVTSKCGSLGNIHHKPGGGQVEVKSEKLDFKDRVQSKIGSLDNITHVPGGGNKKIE
#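 Quantitative HTS format: compounds meet 15 uM recombinant K18 P301L tau and Alexa 594-tau tracer in 100 mM sodium acetate pH 7; 20 uM heparin triggers fibrillization at 37 C over 6 hr; FP gives the signal.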
# Tau ThT inhib – tau fibrillization inhibition (ThT binding) | Potency, µM (highest dose often 57.4 µM), without a hit: at the top dose activity, negative = inhibition, hits mostly inhibitors | 2.1% of 270,000 active | P10636 | AID 1460 | recombinant tau K18 P301L, heparin-induced fibrillization, ThT fluorescence; also: nearly all actives have a fitted effect of over 55% in size
#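 Aggregation was driven by heparin (20 uM final) acting on recombinant tau […] bearing P301L in 100 mM sodium acetate pH 7; fibrils were detected with Thioflavin T.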
# Tau fluor counter – counter-screen for tau fibril formation inhibitors | 0.93% of 280,000 active | tau K18 P301L Alexa594 fluorescence, heparin fibrillization | Potency, µM (titrated, usually from 57.7 µM), for the others: top-dose activity change, negative = decrease; also: nearly all actives have a fitted effect of over 55% in size
#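 Human tau K18 P301L (15 uM unlabeled, 0.24 uM Alexa 594-labeled) in 100 mM sodium acetate pH 7 with 20 uM heparin, 6 hr at 37 C. ThT 30 uM added, 1 hr ambient; Alexa 594 FP and total fluorescence read at 555/632 nm.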
# TRb-SRC2 inh – inhibitors of human thyroid hormone receptor beta-SRC2 interaction. TRbeta-SRC2 peptide binding, fluorescence polarization; receptor liganded with 1 µM T3. P10828. 0.065% of 280,000 active. Potency, µM (top dose mostly 106 µM), without a hit: top-dose activity change, negative = inhibition, actives largely listed as inhibitors. AID 1469;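 also: plate controls were bound peptide for no effect and peptide without receptor for full effect; nearly all actives have a fitted effect of over 50% in size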
# Target sequence (P10828 whole entry, looked up): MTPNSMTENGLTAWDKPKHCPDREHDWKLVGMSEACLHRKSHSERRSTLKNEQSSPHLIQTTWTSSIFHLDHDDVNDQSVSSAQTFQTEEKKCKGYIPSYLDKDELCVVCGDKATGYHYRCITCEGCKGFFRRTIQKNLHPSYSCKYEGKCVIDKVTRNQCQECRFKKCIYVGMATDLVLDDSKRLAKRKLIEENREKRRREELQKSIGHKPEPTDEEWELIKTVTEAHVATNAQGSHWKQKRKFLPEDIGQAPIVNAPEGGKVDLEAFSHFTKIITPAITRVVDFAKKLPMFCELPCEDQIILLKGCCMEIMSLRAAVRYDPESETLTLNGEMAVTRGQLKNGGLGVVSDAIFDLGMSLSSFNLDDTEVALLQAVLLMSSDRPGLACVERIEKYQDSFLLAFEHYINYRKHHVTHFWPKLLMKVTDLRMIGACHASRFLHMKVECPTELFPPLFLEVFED
#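 Human TRb ligand-binding domain (0.6 uM) is mixed with 20 nM Texas Red SRC2 peptide and 1 uM T3; after compound addition and 5 hr at ambient temperature, polarization is measured and normalized to unbound and bound controls.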
# TexasRed fluor – counter-screen for TRb-SRC2 inhibitors: fluorescence interference | TRb/SRC2 Texas Red total fluorescence interference | Potency, µM (highest dose often 106 µM), for inactives: top-dose fluorescence change, negative = quenching | AID 1479 | 0.29% of 280,000 active; active = well fitted curve in either direction with a large enough effect; inconclusive = small, poorly fitted or top-dose-only effect
#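 Flags fluorescent or light-absorbing compounds by total fluorescence, S + 2P, at 555 nm excitation and 632 nm emission. Mixture: 20 nM Texas Red SRC2 peptide, 0.6 uM human TRb LBD, 1 uM T3, 5% DMSO; compound exposure 5 h at ambient temperature.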
# ALDH1A1 block – blocks purified human ALDH1A1 activity. Purified ALDH1A1, NADH fluorescence, propionaldehyde substrate. Potency, µM (top dose mostly 75.3 µM), inactives show at the top dose activity, negative = inhibition, usual class: inhibitors. 7.3% of 220,000 active. AID 1030; active = well fitted inhibition curve with a large enough effect, not every such curve was filed as active; inconclusive = small, poorly fitted or top-dose-only effect, or another doubt; inactive = no such curve, though single readings can be large or run the other way;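 also: plate controls were no enzyme wells and a reference inhibitor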
# aGal spleen mod – inhibits or activates alpha-galactosidase in human spleen homogenate; P06280; human spleen homogenate, 4MU-alpha-Gal fluorescence, 40 min; Potency, µM (series often up to 80 µM), for inactives: at the top dose activity change, negative = inhibition, usual class: inhibitors; 0.008% of 240,000 active;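 also: 0% = enzyme with vehicle and -100% = no enzyme basal signal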
# Target sequence (P06280 32-429 limits assumed): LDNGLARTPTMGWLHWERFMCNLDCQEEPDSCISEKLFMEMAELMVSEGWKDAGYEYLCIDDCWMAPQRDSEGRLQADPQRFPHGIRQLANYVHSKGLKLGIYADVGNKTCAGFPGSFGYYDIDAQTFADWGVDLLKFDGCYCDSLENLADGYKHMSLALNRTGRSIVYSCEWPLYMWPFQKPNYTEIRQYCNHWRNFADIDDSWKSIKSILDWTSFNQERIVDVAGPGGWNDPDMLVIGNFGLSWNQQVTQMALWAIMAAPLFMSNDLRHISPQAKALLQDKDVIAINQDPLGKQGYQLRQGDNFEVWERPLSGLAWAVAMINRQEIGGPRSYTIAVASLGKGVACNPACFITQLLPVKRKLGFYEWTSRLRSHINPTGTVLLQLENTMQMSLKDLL
#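 Fluorogenic readout (Ex 365/Em 440 nm) of 4-methylumbelliferone released from 1 mM 4-MU-alpha-galactoside by spleen homogenate, 40 min at 37C, pH 5.0. Data normalized to no-enzyme and enzyme controls; Hill-equation AC50 from compound titrations.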
# An asterisk follows results filed as active; u = inconclusive; x = not tested or not shown; & = joins results of further samples; [ ] = dose if it differs, or a comment. Unless noted, calls follow the shape of the dose curve; as a rule, active = well fitted curve in the direction sought with a large enough effect; inconclusive = small, poorly fitted or top-dose-only effect, or another doubt; inactive = no such curve, though single readings can be large; an effect the other way counts as inactive or inconclusive. Unless noted, % is scaled to controls: 0 for no effect and ±100 for the full control effect; potency is read from the fitted curve at half-maximal effect.
SMILES,L3MBTL1 block,Tau FP inhib,Tau ThT inhib,Tau fluor counter,TRb-SRC2 inh,TexasRed fluor,ALDH1A1 block,aGal spleen mod
O=C(c1ccc(Cn2c(=S)[nH]c3cc4c(cc3c2=O)OCO4)cc1)N1CCN(c2ccccc2)CC1,x,-10%,2%,u,2%,2%,-5%,9%
COc1cccc(/C=N/NC(=O)CC(=O)NCCc2ccc(OC)c(OC)c2)c1,-3%,3%,-8%,0%,-19%,-3%,7%,1%
COc1ccc(CCNC(=O)COC(=O)/C=C/c2ccc(OC)c(OC)c2)cc1,-1%,0%,-10%,-7%,-5%,-3%,-8%,-1%
Cc1ccc(C(=O)CSc2nc(C)cc(C)c2C(N)=O)cc1,7%,0%,-18%,-8%,-4%,0%,11%,-3%
O=C(CCC(=O)c1ccc[nH]1)c1ccc(Cl)cc1,-10%,-1%,1%,-11%,4%,-16%,0%,2%
Cc1nc(S/C(C(=O)O)=C2/C(=O)Nc3ccccc32)n[nH]1,x,5%,x,-23%,1%,-5%,x,4%
CC1=Nc2ccc(Br)cc2C(c2ccccc2)N1CC(=O)NN (stereo not given),2%,-6%,0%,0%,-10%,0%,-7%,1%
COc1ccc(CCNC(=O)CCCCCN2C(=O)c3ccccc3C2=O)cc1,5%,5%,-4%,4%,-6%,-5%,u,0%
CCCc1nnc(SCC(=O)Nc2ccc(OC)cc2)n1N,u,3%,-6%,-4%,-20%,0%,u,-3%
COCCNC(=O)C(c1ccc(C)o1)N(Cc1ccccc1)C(=O)Cn1nnc2ccccc21 (stereo not given),0%,0%,8%,12%,-1%,4%,-15%,8%
Cc1ccc(N2CCN(C(=O)c3c(C)oc4ncnc(N5CCCCC5)c34)CC2)c(C)c1,x,0%,-15%,-5%,-7%,-16%,x,x
CNC(=O)c1cc2c(ccc3ccccc32)o1,1%,-5%,-8%,4%,-1%,-1%,u,-3%
S=C(NCCC1=CCCCC1)Nc1ccccc1,4%,3%,u,u,1%,-2%,u,-15%
CC(=O)c1ccc(NS(=O)(=O)c2ccc3c(c2)NC(=O)CCS3)cc1,x,0%,5%,10%,1%,1%,x,x
COC(=O)c1sccc1NC(=O)CN1CCN(c2ccc(F)cc2)CC1,-1%,7%,u,u,8%,0%,-5%,-6%
CCOC(=O)c1sc(N)c(C(=O)OC)c1C,-5%,6%,-21%,-18%,-1%,-2%,-12%,-1%
Fc1cccc(F)c1-c1nc(-c2ccncc2)no1,x,-2%,1%,-3%,6%,-2%,x,x
O=C(NCc1ccccc1)c1c(O)c2cccc3c2n(c1=O)CCC3,7%,-11%,-8%,-29%,7%,-3%,u,-1%
Cc1ccc(C(=O)N2CCN(CCNC(=O)C(=O)NC(C)C)CC2)cc1,3%,-2%,4%,2%,-1%,-2%,1%,0%
Cc1nc2ccccn2c1-c1nnco1,0%,-1%,-6%,-6%,2%,2%,u,13%
Brc1ccc(CSc2nnc(-c3ccccn3)n2Cc2ccco2)cc1,-13%,-7%,u,-17%,-17%,-1%,6%,1%
CCOC(=O)C1=C(N)OC2=C(C(=O)CC(C)(C)C2)C1c1cc(CSc2nnnn2C)cs1 (stereo not given),u,-4%,-16%,-18%,4%,-2%,1µM*,-5%
CC(=O)OC1CC(C)(C)N(OC(=O)c2ccc(N)cc2)C(C)(C)C1,1%,0%,8%,2%,-2%,-2%,16%,-1%
C[C@@H](C(=O)NCc1cccc2ccccc12)[C@H]1C[C@]1(C)[C@H](NC(=O)OCc1ccccc1)c1ccccc1,x,7%,4%,2%,9%,4%,u,-17%
Nc1ccccc1[N+](=O)[O-],x,x,x,x,2%,-1%,11%,-7%

# Brought forward from above: 2 entries, followed by the next part.
SMILES,L3MBTL1 block,Tau FP inhib,Tau ThT inhib,Tau fluor counter,TRb-SRC2 inh,TexasRed fluor,ALDH1A1 block,aGal spleen mod
C[C@@H](C(=O)NCc1cccc2ccccc12)[C@H]1C[C@]1(C)[C@H](NC(=O)OCc1ccccc1)c1ccccc1,x,7%,4%,2%,9%,4%,u,-17%
Nc1ccccc1[N+](=O)[O-],x,x,x,x,2%,-1%,11%,-7%
N#C/C(=C\c1ccc(O)c(O)c1)C(N)=O,x,u,u,-25%&-19%,-3%&5%,-8%&-2%,u,-21%&-6%
COc1ccc(C2CC(C(F)(F)F)n3nc(C(=O)Nc4c(C)n(C)n(-c5ccccc5)c4=O)c(Cl)c3N2)cc1 (stereo not given),0%,-4%,-4%,-2%,4%,0%,9%,-3%
COc1nc(OC/C(N)=N/O)nc(N2CCOCC2)n1,x,6%,-3%,8%,-6%,0%,u,-2%
CCCn1c(SCC(=O)c2ccc(OC)c(OC)c2)nc2c1c(=O)n(C)c(=O)n2C,-4%,8%,-1%,3%,-17%,2%,6%,8%
Cc1onc(-c2ccccc2)c1-c1nnc(-c2ccccc2C(F)(F)F)o1,47%[activator],2%,-16%,-27%,-6%,-2%,-8%,-10%
COc1ccc(CNC(=O)Cn2cc([N+](=O)[O-])nc2C)cc1,x,2%,4%,3%,-13%,-1%,14%,-2%
COc1ccc(CCNC(=O)CSc2nnc(-c3ccccc3)o2)cc1OC,3%,-6%,-8%,-5%,2%,-1%,1%,3%
O=C(CC1NC(=O)NC1=O)Nc1cccc2ccccc12 (stereo not given),25%[11.4 µM],6%,9%,13%,8%,-1%,u,3%
COc1ccc(-c2nc(NC3=NCCCCC3)sc2C)cc1,-18%,6%,-3%,-8%,1%,-2%,-9%,-5%
CCOC(=O)N1CCC(c2cc(=O)n3[nH]c(-c4ccccc4)cc3n2)CC1,5%,-6%,-12%,-1%,-12%,1%,u,4%
CCC(C(=O)NCCc1ccc(OC)c(OC)c1)n1nc(C)c2sc3ccccc3c2c1=O (stereo not given),x,4%,u,-25%,4%,-2%,x,x
O=C(CCCO)NC1Cc2ccccc2C1,-2%,0%,u,2%,0%,-8%,3%,-5%
O=c1c2c(-c3cccs3)csc2[nH]c(=S)n1-c1ccccc1,-4%,-2%,-16%,-5%,8%,-4%,22µM*,-22%
COC(=O)CN1C(=O)CSc2ccc(S(=O)(=O)Nc3cccc(Cl)c3C)cc21,x,-5%,4%,-16%,2%,-3%,x,x
COc1ccc(C2=C(C)C(N3CCC(C(=O)NCc4ccc(C)o4)CC3)=NS2(=O)=O)cc1,x,-3%,-18%,-1%,-1%,2%,x,x
COCC(C)Nc1ncnc2c1cnn2-c1ccc(C)c(C)c1 (stereo not given),x,-9%,-11%,-19%,-3%,-1%,x,x
S=C(NCC1CC1)N/N=C/c1ccccc1Cl,2%,-10%,-8%,-16%,5%,0%,x,1%
CCOC(=O)c1ccccc1NC(=O)N(C)CCc1c(C)nn(CC)c1C,x,6%,11%,12%,0%,1%,x,x
C/C(=N\OCC(=O)Nc1cc(C)cc(C)c1)c1ccc2c(c1)OCCO2,10%,4%,u,-19%,-6%,0%,9%,0%
CCC(=O)NC(=S)Nc1ccc(NC(=S)NC(=O)c2ccccc2)cc1,14%,-13%,-7%,-9%,-10%,-1%,25µM*,0%
O=C(Cc1ccccc1)Nc1ccc(N2CCN(Cc3ccccc3F)CC2)cc1,x,8%,-13%,-13%,7%,0%,11%,4%
CCN(CC)CCNC(=O)CNC(=S)N(CCCN1CCOCC1)Cc1cccs1,3%,0%,1%,4%,4%,2%,-7%,-2%
COc1cc(OC)cc(C(=O)N2CCN(C(=O)c3cccc(F)c3)CC2)c1,x,1%,-5%,3%,2%,-1%,u,0%
COC(=O)CN(c1ccc(OC)c(OC)c1)S(C)(=O)=O,1%,-10%,-5%,-6%,7%,-1%,3%,-1%
Cc1ccc2nc(N3CCC(C(=O)O)CC3)nc(-c3ccccc3)c2c1,15%,7%,-6%,5%,-2%,-5%,-9%,3%

# Part of the list above in order of heavy-atom count, lowest first.
SMILES,L3MBTL1 block,Tau FP inhib,Tau ThT inhib,Tau fluor counter,TRb-SRC2 inh,TexasRed fluor,ALDH1A1 block,aGal spleen mod
COc1ccc(CNC(=O)Cn2cc([N+](=O)[O-])nc2C)cc1,x,2%,4%,3%,-13%,-1%,14%,-2%
C/C(=N\OCC(=O)Nc1cc(C)cc(C)c1)c1ccc2c(c1)OCCO2,10%,4%,u,-19%,-6%,0%,9%,0%
Cc1onc(-c2ccccc2)c1-c1nnc(-c2ccccc2C(F)(F)F)o1,47%[activator],2%,-16%,-27%,-6%,-2%,-8%,-10%

# Further compounds.
SMILES,L3MBTL1 block,Tau FP inhib,Tau ThT inhib,Tau fluor counter,TRb-SRC2 inh,TexasRed fluor,ALDH1A1 block,aGal spleen mod
Cc1ccc(S(=O)(=O)N(CC(=O)NC2CCCCCC2)c2ccccc2F)cc1,x,7%,-7%,-4%,-5%,-7%,5%,6%
Cc1cccc(Cn2nc(-n3cccc3)c3c(C)cc(C)nc32)c1,34%[activator],3%,-12%,-4%,-3%,2%,u,-5%
COc1ccc(-c2nsc(NC(=O)c3ccccc3Br)n2)cc1,x,u,18%,u,-2%,0%,x,x
Cc1ccc(OCC(=O)Nc2cccc(S(=O)(=O)N3CCCCC3)c2)c([N+](=O)[O-])n1,-6%,-1%,-2%,u,-3%,8%,u,6%
CC1(C)OC(c2ccccc2)=C/C(=C/C=N/NC(=O)c2ccncc2)O1,-27%,-4%,11%,11%,-15%,2%,u,-16%
CCOC(=O)C1=C(N)Oc2ccc3ccccc3c2C1c1cccnc1 (stereo not given),15%[11.4 µM],-13%,-2%,-8%,9%,0%,2%,5%
CC(NC(=O)CSc1n[nH]c(-c2ccccc2Cl)n1)c1nc2ccccc2[nH]1 (stereo not given),x,0%,-1%,-5%,1%,0%,x,x
O=C(NCc1ccccc1)C(=O)NCC(c1cccnc1)N1CCN(c2ccccc2)CC1 (stereo not given),x,12%,-19%,-16%,-5%,u,x,x
O=C(NC1CCCC1)C(c1ccco1)N(Cc1ccccc1)C(=O)c1csnn1 (stereo not given),-10%[11.4 µM],0%,1%,2%,5%,3%,u,1%
Cc1ccc2cc(-c3noc(C4CCCO4)n3)c(=O)[nH]c2c1 (stereo not given),3%,0%,-16%,-4%,6%,0%,u,-7%
O=S(=O)(Nc1nc2ccccc2nc1Nc1ccc(N2CCOCC2)cc1)c1cc(Cl)ccc1Cl,0%,3%,u,u,3%,-2%,5%,-3%
Cc1cc(C)c(NC(=O)/C=C\C(=O)O)c(Cl)c1,4%,3%,-5%,2%,2%,-6%,u,-1%
